Bioassay records deposited in PubChem BioAssay by Sanford-Burnham Center for Chemical Genomics.
UPR XBP1 act – activators of adaptive arm of unfolded protein response (XBP1); CHO-XBP1 luciferase reporter, IRE1-XBP1 UPR activation, luminescence; percent of tunicamycin response, DMSO as zero; activation, % at 20 µM; 330,000 tested, 0.33% active;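 active means versus positive control, 20 µM dose yields 30% or more activation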;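 further: 100% = tunicamycin at 10 µg/mL and 0% = DMSO only wells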
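Assay system: CHO-XBP1 luciferase reporter cells; Schedule: 6 h treatment, 37 °C; Detection: glow luminescence from Steady-Glo reagent; Benchmarks: high control tunicamycin 10 µg/mL final, low control DMSO vehicle only.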
697 NFkB inh – lowers PMA/ionomycin-induced NF-kB signal in 697 B cells | 697 B-cell NF-kB luciferase reporter, 16 h | inhibition, % at 4 µM | 330,000 tested, 0.33% active | AID 435022; in the data active means inhibition above about 35%
CXCR6 inh – CXCR6 (human) receptor inhibition | O00574 | 360,000 tested, 0.36% active | CHO-K1 PathHunter CXCR6 beta-arrestin, luminescence | inhibition, % at 20 µM; in the data active means inhibition above about 34%, passing the limit was not always enough;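 further: antagonist mode with CXCL16 agonist at 10 nM final; 0% = 10 nM CXCL16 with DMSO and 100% = unstimulated wells without agonist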
Target sequence (O00574 whole entry, looked up): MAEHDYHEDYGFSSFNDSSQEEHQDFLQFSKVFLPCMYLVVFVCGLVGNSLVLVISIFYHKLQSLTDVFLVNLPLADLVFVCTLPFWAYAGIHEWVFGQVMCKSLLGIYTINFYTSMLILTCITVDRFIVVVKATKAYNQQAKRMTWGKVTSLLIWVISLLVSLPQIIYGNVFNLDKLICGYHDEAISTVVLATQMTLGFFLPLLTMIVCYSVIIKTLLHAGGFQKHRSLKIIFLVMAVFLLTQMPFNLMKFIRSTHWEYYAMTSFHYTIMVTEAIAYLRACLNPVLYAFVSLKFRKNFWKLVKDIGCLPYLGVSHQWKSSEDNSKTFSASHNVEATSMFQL
CHOP UPR activ – apoptotic UPR (CHOP) activation. AID 449763. 330,000 tested, 0.34% active. activation, % at 10 µM. CHO-CHOP luciferase reporter, luminescence; percent of tunicamycin response over DMSO baseline;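 active means at 10 µM dose, activation of 40% or more, normalized to positive control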;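 further: 100% = tunicamycin at 10 µg/mL and 0% = DMSO alone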
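Evaluation: % reporter activation, DMSO baseline versus tunicamycin full activation; System: CHO-CHOP luciferase reporter cell line; Input: 500 cells/well; Incubation: 6 h compound treatment, 37 °C; Measured by: Steady-Glo luciferase luminescence; Dosing: one dose, 10 µM in 0.5% DMSO; Buffer or medium: F12 medium, 10% FBS; Benchmarks: positive tunicamycin 10 µg/mL, negative DMSO alone.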
EBI2 block – EBI2 (human) antagonism. inhibition, % at 5 µM. P32249. 360,000 tested, 0.81% active. EBI2 beta-arrestin recruitment, luminescence, 7a,25-OHC stimulated; in the data active means inhibition above about 38%;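 further: enzyme fragment complementation signal reports receptor beta-arrestin coupling in cells; 0% = agonist plus DMSO wells and 100% = wells without agonist; some results beyond the cut were filed as inactive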
Target sequence (P32249 whole entry, looked up, the tested form may be a part): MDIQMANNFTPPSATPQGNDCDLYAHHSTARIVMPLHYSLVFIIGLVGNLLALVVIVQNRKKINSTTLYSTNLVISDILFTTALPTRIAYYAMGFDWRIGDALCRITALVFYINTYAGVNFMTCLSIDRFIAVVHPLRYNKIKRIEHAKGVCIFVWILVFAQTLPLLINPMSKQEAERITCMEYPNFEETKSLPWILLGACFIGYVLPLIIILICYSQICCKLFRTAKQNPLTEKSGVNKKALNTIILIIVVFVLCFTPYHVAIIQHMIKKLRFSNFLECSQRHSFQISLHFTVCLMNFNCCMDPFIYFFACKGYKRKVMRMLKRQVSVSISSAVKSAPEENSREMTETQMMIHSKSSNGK
Jurkat NFkB inh – lowers PMA/ionomycin-induced NF-kB signal in Jurkat cells; PMA/ionomycin-induced NF-kB luciferase reporter, luminescence; inhibition, % at 4 µM; 330,000 tested, 0.53% active; AID 435003; in the data active means inhibition above about 50%
CCR6 antagonist – antagonists of human CCR6 receptor; AID 493098; inhibition, % at 20 µM; 340,000 tested, 0.49% active; CHO-K1 CCR6 PathHunter beta-arrestin, luminescence, CCL20-stimulated; P51684;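 active means compounds whose inhibition of the agonist-driven luminescence signal at 20 µM reaches about 50%, limit read from the data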;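 further: cells stimulated with CCL20 at 14 nM final; plate controls were DMSO with CCL20 for no effect and DMSO without agonist for full effect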
Target sequence (P51684 whole entry, looked up): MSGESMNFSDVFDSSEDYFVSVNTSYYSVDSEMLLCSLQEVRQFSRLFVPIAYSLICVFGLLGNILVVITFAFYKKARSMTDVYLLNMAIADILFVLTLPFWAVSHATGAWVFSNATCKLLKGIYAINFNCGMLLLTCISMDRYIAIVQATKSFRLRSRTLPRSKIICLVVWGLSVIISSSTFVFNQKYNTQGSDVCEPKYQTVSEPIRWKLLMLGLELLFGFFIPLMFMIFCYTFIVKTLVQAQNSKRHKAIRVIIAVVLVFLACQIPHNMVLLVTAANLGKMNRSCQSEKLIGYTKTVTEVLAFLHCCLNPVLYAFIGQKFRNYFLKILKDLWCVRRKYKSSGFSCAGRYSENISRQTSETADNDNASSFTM
Gli-Sufu antag – blocks Gli-Sufu signaling in a luciferase reporter; inhibition, % at 5 µM; 340,000 tested, 0.74% active; Sufu-KO-LIGHT fibroblasts, Gli luciferase reporter luminescence;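 active means inhibition above about 55%, limit read from the data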;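 further: 0% = DMSO-treated cells and 100% = wells with medium but no cells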
Mdm2-MdmX inh – human Mdm2/MdmX binding inhibition; inhibition, % at 8 µM; AID 485346; SaOS-2 split-luciferase Mdm2/MdmX complementation, luminescence; O15151+Q00987; 330,000 tested, 3% active;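 active means inhibition of at least 50% at 8 µM in the primary screen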
* = called active by the depositor; · = no result given; & = joins results of further samples.

1. COC(=O)C1C(c2ccc(OC)cc2)C(C(=O)OC)S(=O)(=O)C(CCN2CCCCC2)S1(=O)=O (stereo unspecified)
2. O=C(CSc1nnc(CNC(=O)c2ccco2)o1)Nc1cccc(Cl)c1
3. O=C(O)c1sccc1Oc1ccc(F)cc1[N+](=O)[O-]
4. COc1cc(C(=O)Nc2nnc(CC(C)C)s2)c([N+](=O)[O-])cc1OC
5. COc1ccccc1/C=C/C(=O)c1ccccc1
assay / entry	1	2	3	4	5
UPR XBP1 act	-1	-4	2	-4	·
697 NFkB inh	-12	12	10	-13	·
CXCR6 inh	-2	11	-1	0	5
CHOP UPR activ	-1.1	-0.3	-1.1	-1.5	·
EBI2 block	1	0	0	-2	3
Jurkat NFkB inh	-4	9	-3	-10	·
CCR6 antagonist	10	4	0	25	10
Gli-Sufu antag	10	30	-12	-11	-10
Mdm2-MdmX inh	-2	11	8	21	·

5 entries already listed, ordered by number of heavy atoms, ascending.
5. COc1ccccc1/C=C/C(=O)c1ccccc1
3. O=C(O)c1sccc1Oc1ccc(F)cc1[N+](=O)[O-]
4. COc1cc(C(=O)Nc2nnc(CC(C)C)s2)c([N+](=O)[O-])cc1OC
2. O=C(CSc1nnc(CNC(=O)c2ccco2)o1)Nc1cccc(Cl)c1
1. COC(=O)C1C(c2ccc(OC)cc2)C(C(=O)OC)S(=O)(=O)C(CCN2CCCCC2)S1(=O)=O (stereo unspecified)
assay / entry	5	3	4	2	1
UPR XBP1 act	·	2	-4	-4	-1
697 NFkB inh	·	10	-13	12	-12
CXCR6 inh	5	-1	0	11	-2
CHOP UPR activ	·	-1.1	-1.5	-0.3	-1.1
EBI2 block	3	0	-2	0	1
Jurkat NFkB inh	·	-3	-10	9	-4
CCR6 antagonist	10	0	25	4	10
Gli-Sufu antag	-10	-12	-11	30	10
Mdm2-MdmX inh	·	8	21	11	-2

Other structures.
6. Cc1ccccc1C(=O)NN1CCOCC1
7. COC(=O)C1=C(C)N(C)C(C)=C(C(=O)OC)C1c1ccc(C(=O)OC)cc1
8. Cc1ccc(O)c(CN(C)Cc2cc(C)ccc2O)c1
9. CCOc1ccc(-n2nc3c(=O)n(CCN4CCCCC4)nc(C)c3c2C)cc1
10. O=C(Cc1ccccc1)Nc1ccc2[nH]ncc2c1
assay / entry	6	7	8	9	10
UPR XBP1 act	1	-3	·	1	-4
697 NFkB inh	20	29	·	-6	-17
CXCR6 inh	-1	2	4	2	-6
CHOP UPR activ	0.7	-2.6	·	-0.3	0.1
EBI2 block	3	8	6	-5	-3
Jurkat NFkB inh	-15	2	·	-7	-24
CCR6 antagonist	10	5	6	5	-7
Gli-Sufu antag	7	12	0	1	-17
Mdm2-MdmX inh	0	37	·	12	30

11. NNC(=O)c1ccc(COc2ccc3c(c2)CCC3)o1
12. Cc1ccc2nc(-c3ccc(NC(=O)CSc4ccccc4)cc3)[nH]c2c1
13. Cc1noc(NS(=O)(=O)c2ccc(NC(=O)CCC3CCCC3)cc2)c1C
14. O=C(C1=NN(c2ccccc2)C2C(=O)N(c3ccc(Cl)cc3)C(=O)C12)c1ccccc1 (stereo unspecified)
15. Cc1c(Cl)cccc1NC(=O)NCc1ccc(C)n1C
assay / entry	11	12	13	14	15
UPR XBP1 act	-1	3	-3	·	0
697 NFkB inh	-114	-118	11	·	7
CXCR6 inh	-6	-3	-4	-10	-8
CHOP UPR activ	0.9	1.6	-1.0	·	4.8
EBI2 block	-12	11	-8	-6	-2
Jurkat NFkB inh	-37	-153	1	·	-1
CCR6 antagonist	-6	-5	-14	2	14
Gli-Sufu antag	-146	-17	2	3	-1
Mdm2-MdmX inh	2	-45	10	·	19

16. Cc1ccc(/C=C2\SC(N3CCCCC3)=NC2=O)cc1
17. CS(=O)(=O)c1ccc(N2CCN(c3ccccn3)CC2)c([N+](=O)[O-])c1
18. Cc1nn(-c2ccccc2)c(C)c1C(=O)OCC(=O)Nc1ccccc1F
19. O=C(Cn1c(SCC(=O)N2CCCc3ccccc32)nc2ccccc21)N1CCCC1
20. CCCc1nc(-c2ccccc2)c(-c2ccc(OC)c(OC)c2)c(=O)[nH]1
assay / entry	16	17	18	19	20
UPR XBP1 act	1	-7	2	-2	-4
697 NFkB inh	-64	-6	9	2	5
CXCR6 inh	12	8	-8	-4	-1
CHOP UPR activ	2.3	-1.7	4.0	-0.7	-0.6
EBI2 block	81*	1	-22	3	-4
Jurkat NFkB inh	-28	-12	-80	-3	-12
CCR6 antagonist	3	11	4	-2	12
Gli-Sufu antag	-12	3	-44	5	30
Mdm2-MdmX inh	-44	-18	-30	17	14

21. Cc1cccc(N2C(=O)SC(N(CC(=O)O)c3cccc(C)c3)C2=O)c1 (stereo unspecified)
22. O=C(Cc1cccs1)Nc1ccccc1NC(=O)Cc1cccs1
23. O=C(NC1CCC(c2ccccc2)CC1)c1cccnc1 (stereo unspecified)
24. CCOC(CNC(=O)c1ccc2nc(N3CCC(C)CC3)sc2c1)OCC
25. COCC(=O)N1CCCC(C(=O)c2ccc(C(F)(F)F)cc2)C1 (stereo unspecified)
assay / entry	21	22	23	24	25
UPR XBP1 act	2	-4	1	0	2
697 NFkB inh	-21	5	3	-282	-5
CXCR6 inh	4	3	4	4	-1
CHOP UPR activ	-1.7	-0.1	-0.2	1.2	0.6
EBI2 block	14	-10	-2	7	-22
Jurkat NFkB inh	0	3	6	6	-5
CCR6 antagonist	7	12	8	21	6
Gli-Sufu antag	17	7	1	-142	-13
Mdm2-MdmX inh	12	11	5	-27	20

26. O=C(OCc1ccc(COC(=O)c2ccc(O)cc2)cc1)c1ccc(O)cc1
27. C/C(=N/NC(=O)CNC(=O)Cc1ccc(Cl)cc1)c1ccco1
28. CN(C(=O)COC(=O)CN1C(=O)c2cccc([N+](=O)[O-])c2C1=O)c1ccccc1
29. CCc1ccc(NC(=O)CN(c2cc(C)cc(C)c2)S(=O)(=O)c2c(C)[nH]c(=O)[nH]c2=O)cc1
30. COc1cccc(NC(=O)COC(=O)C2CC2)c1
assay / entry	26	27	28	29	30
UPR XBP1 act	-5	-1	-2	-1	0
697 NFkB inh	17	2	17	-19	5
CXCR6 inh	-1	-6	6	-1	-2
CHOP UPR activ	1.5	0.6	0.3	5.6	3.9
EBI2 block	-5	6	2	2	-3
Jurkat NFkB inh	-14	8	-1	-3	-82
CCR6 antagonist	11	7	12	8	6
Gli-Sufu antag	-17	0	-6	0	-11
Mdm2-MdmX inh	9	-1	12	-2	-12

31. CCN1CCN(S(=O)(=O)c2c[nH]c(C(=O)OC)c2)CC1
32. CCN(CC(=O)Nc1cc(S(=O)(=O)N2CCOCC2)ccc1C)Cc1ccccc1
33. CC(NC(=O)Cn1cccc1C(=O)c1ccccc1)c1ccccc1 (stereo unspecified)
34. CCCN(CC(=O)Nc1cc(Cl)ccc1Cl)C(=O)/C=C/c1ccco1
35. Cc1ccc(NC(=O)COC(=O)C2CC2)cc1Cl
assay / entry	31	32	33	34	35
UPR XBP1 act	-1	-3	-7	0	6
697 NFkB inh	11	-10	2	0	8
CXCR6 inh	-7	3	8	6	-5
CHOP UPR activ	-1.3	0.4	0.2	1.4	2.8
EBI2 block	-2	9	-7	9	-8
Jurkat NFkB inh	4	0	1	7	5
CCR6 antagonist	8	6	3	13	0
Gli-Sufu antag	-3	9	15	-3	-10
Mdm2-MdmX inh	3	-8	-13	1	-3

36. O=C(CSc1nc2ccccc2s1)NC(=O)NCc1ccco1
37. Cc1ccc(C2=NS(=O)(=O)N(C)C(C(=O)Nc3cc(C)n(CC(=O)N4CCC(C)CC4)n3)=C2)cc1
38. O=C(O)c1ccc(/C=N/Nc2nc3ccccc3[nH]2)cc1
39. COCCNc1nc(SC)nc2sc3c(c12)CCN(C)C3
40. O=C(Cn1ccc([N+](=O)[O-])n1)Nc1ccccn1
assay / entry	36	37	38	39	40
UPR XBP1 act	-1	-8	-1	-1	0
697 NFkB inh	-7	4	-2	10	10
CXCR6 inh	-8	-4	-6	-3	5
CHOP UPR activ	-1.0	0.6	-1.5	1.1	-2.6
EBI2 block	0	8	-15	3	4
Jurkat NFkB inh	-8	1	-14	-1	-5
CCR6 antagonist	14	20	-3	-14	0
Gli-Sufu antag	7	11	-5	5	22
Mdm2-MdmX inh	8	9	16	14	23

41. CC(C)N(Cc1ccccc1)C(=O)C1CCCN(c2ncnc3c2nc2n3CCCCC2)C1 (stereo unspecified)
42. Cc1ccc(C)c(CSC2=NCCN2S(=O)(=O)c2ccccc2)c1
43. COc1ccc(OCCC(=O)OCC(=O)Nc2ccc(Br)cc2)cc1
44. c1coc(CNC2CCCCCCC2)c1
45. CCOc1ccc(NC(=O)c2ccc(CC)s2)c([N+](=O)[O-])c1
assay / entry	41	42	43	44	45
UPR XBP1 act	5	-7	2	0	5
697 NFkB inh	-1	16	6	-6	-82
CXCR6 inh	-1	2	-2	1	-12
CHOP UPR activ	-0.7	0.6	0.9	-2.7	0.9
EBI2 block	16	6	4	0	3
Jurkat NFkB inh	4	12	4	-3	-103
CCR6 antagonist	31	12	10	6	6
Gli-Sufu antag	-3	6	4	4	-75
Mdm2-MdmX inh	9	31	9	23	-26

46. CN(C)c1cccc(-c2nnc(SCCCC#N)o2)c1
47. COc1ccc(NC(=O)c2ccccc2N(Cc2ccccc2)S(C)(=O)=O)cc1OC
48. O=C(O)c1ccc(NCCC2=CCCCC2)c([N+](=O)[O-])c1
49. O=C(N/N=C/c1cc([N+](=O)[O-])ccc1O)c1cccc2cc[nH]c12
50. COc1ccc(C(CNC(=O)c2cccc(S(=O)(=O)Nc3ccc(C)cc3)c2)N2CCCCC2)cc1 (stereo unspecified)
assay / entry	46	47	48	49	50
UPR XBP1 act	2	-2	-2	6	-1
697 NFkB inh	-129	-5	23	-23	-9
CXCR6 inh	4	-2	16	16	9
CHOP UPR activ	1.6	-0.2	-0.8	0.2	1.9
EBI2 block	-13	-8	7	63*	2
Jurkat NFkB inh	-74	-7	6	28	4
CCR6 antagonist	12	9	26	27	14
Gli-Sufu antag	-60	5	-1	8	31
Mdm2-MdmX inh	-56	0	6	48	32

51. CCOc1ccc(Nc2ncnc3c2nnn3Cc2ccccc2)cc1
52. Cc1cccc(N(CC(=O)NC2CCCC2)C(=O)c2c(C)noc2C)c1
53. COc1ccc(OC)c(N2Cc3ccccc3C2)c1
54. Cc1cc(C)n(CC(=O)N/N=C/c2ccco2)n1
55. COc1ccc(-c2cn[nH]c2N)cc1OC
56. Cc1ccc2nc(-c3cccc(SC4CCCCC4)c3)c(NCc3ccccc3)n2c1
57. N#CC(C#N)=C(Nc1ccccc1)c1ccccc1
58. Cc1cc2c(c(C)c1Br)C(c1ccc3c(c1)OCO3)CC(=O)O2 (stereo unspecified)
assay / entry	51	52	53	54	55	56	57	58
UPR XBP1 act	-3	2	-2	2	-4	-2	5	-2
697 NFkB inh	-15	-2	16	6	-7	-53	-17	-18
CXCR6 inh	-1	-4	2	-1	-13	6&8	0	2
CHOP UPR activ	3.8	0.9	4.8	-0.6	0.5	2.0	1.1	2.8
EBI2 block	-6	2	-5	-2	-8	16&27	-4	-2
Jurkat NFkB inh	-26	13	4	8	-19	-17	8	·
CCR6 antagonist	-5	-3	5	-3	-1	13	-7	4
Gli-Sufu antag	-15	1	-2	0	16	20	-9	-6
Mdm2-MdmX inh	-10	-5	12	10	17	22	-14	9
